Screening results: PubChem, The Scripps Research Institute Molecular Screening Center
TAAR1 agonist: agonists of human TAAR1; Q96RJ0; CHO RD-HGA16 TAAR1, Fluo-8 calcium fluorescence; vehicle wells 0%, saturating PEA agonist 100%; activation, % at 3 µM; 360,000 tested, 0.99% active;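 active = activation above the mean activation of all test compounds in the run plus 3 SD, cut at about 38% in these data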
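Assay system: CHO-derived RD-HGA16 cells with stable Gα16 and human TAAR1; timing: 17-24 h seeding, 75 min 37 °C dye, 30 min RT; read-out: % activation from peak over basal fluorescence ratio, DMSO-to-PEA scaled; measured by: kinetic Fluo-8 calcium fluorescence; benchmarks: low control DMSO, high control PEA (EC100); doses: 3 µM single concentration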
M5 ag: agonists of human muscarinic M5 receptor (CHRM5); P08912; CHO-K1 hM5 cells, Fluo-8 calcium fluorescence; 0% DMSO wells, 100% maximal acetylcholine response; activation, % at 3 µM; 360,000 tested, 0.19% active; AID 624037;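 active = activation above the run's mean over test compounds plus 3 SD, cut at about 23% in these data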;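 note: signal is peak over basal fluorescence ratio across the kinetic read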
CHRM4 agonist: CHRM4 agonism in calcium assay; 360,000 tested, 0.14% active; CHO-K1 hM4/Gqi5, Fluo-8 calcium fluorescence; vehicle 0%, full acetylcholine response 100%; activation, % at 3 µM; AID 624127;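 active = activation above the run mean over all test wells plus 3 SD, cut at about 32% in these data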;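 note: peak over basal fluorescence ratio per well then scaled between controls; 0% = DMSO wells and 100% = acetylcholine at EC100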
Target sequence (P08173 whole entry, looked up): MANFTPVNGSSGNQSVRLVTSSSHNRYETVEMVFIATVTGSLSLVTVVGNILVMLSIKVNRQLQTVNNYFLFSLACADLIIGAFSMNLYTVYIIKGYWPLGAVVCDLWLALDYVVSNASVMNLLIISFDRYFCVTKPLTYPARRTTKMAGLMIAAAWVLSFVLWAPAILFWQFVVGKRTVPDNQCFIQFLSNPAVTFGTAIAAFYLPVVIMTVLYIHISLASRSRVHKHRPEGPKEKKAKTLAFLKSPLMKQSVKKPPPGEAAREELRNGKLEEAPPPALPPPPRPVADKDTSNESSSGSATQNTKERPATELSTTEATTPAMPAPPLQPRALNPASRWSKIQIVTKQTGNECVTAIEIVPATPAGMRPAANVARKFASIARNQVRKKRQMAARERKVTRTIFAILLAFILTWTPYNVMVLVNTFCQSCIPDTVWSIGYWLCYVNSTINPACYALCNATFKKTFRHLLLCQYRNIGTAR
M5 antag: antagonists of human muscarinic M5 receptor (CHRM5) | P08912 | CHO-hM5 cells, Fluo-8 calcium fluorescence, ACh EC80 | inhibition, % at 3 µM | 360,000 tested, 0.59% active;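 active = inhibition above a per-plate cutoff, the mean of that plate's test compounds plus 3 SD, cut at about 27% in these data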;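 note: 0% = acetylcholine EC80 with DMSO and 100% = DMSO without agonist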
M1 PAM: positive allosteric modulators of human M1 muscarinic receptor; CHO-K1 hM1, Fluo-8 calcium fluorescence, ACh EC20; 0% = ACh EC20, 100% = maximal ACh; activation, % at 3 µM; 360,000 tested, 0.088% active; AID 588819; in the data active = activation above about 19%, passing the limit was not always enough
Target sequence (P11229 whole entry, looked up): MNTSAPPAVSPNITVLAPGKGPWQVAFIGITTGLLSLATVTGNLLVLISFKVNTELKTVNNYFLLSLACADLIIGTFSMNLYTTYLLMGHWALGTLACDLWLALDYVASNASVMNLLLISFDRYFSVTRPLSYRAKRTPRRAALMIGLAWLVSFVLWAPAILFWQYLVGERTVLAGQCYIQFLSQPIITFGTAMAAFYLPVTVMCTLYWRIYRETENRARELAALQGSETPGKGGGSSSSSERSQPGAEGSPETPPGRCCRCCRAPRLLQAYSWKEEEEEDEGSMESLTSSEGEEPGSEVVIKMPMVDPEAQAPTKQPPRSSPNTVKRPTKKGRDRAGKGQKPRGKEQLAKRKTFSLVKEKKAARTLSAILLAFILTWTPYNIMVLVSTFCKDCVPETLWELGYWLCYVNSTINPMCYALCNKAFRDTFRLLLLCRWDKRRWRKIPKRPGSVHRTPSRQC
CHRM4 antagonist: blocks acetylcholine activation of human M4 receptor; CHO-hM4 cells, ACh EC80, Fluo-8 calcium fluorescence; inhibition, % at 3 µM; 360,000 tested, 0.73% active;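 active = inhibition above its plate's cutoff, the mean inhibition of sample wells plus 3 SD, cut at about 27% in these data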;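 note: 0% = acetylcholine EC80 with DMSO and 100% = DMSO without agonist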
CHRM1 antagonist: blocks human M1 muscarinic receptor; P11229; CHO-K1 hM1, Fluo-8 calcium fluorescence, ACh EC80 antagonist; inhibition, % at 3 µM; 360,000 tested, 1.3% active; AID 588852;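 active = percent inhibition above its own plate's cutoff, namely the mean of that plate's compound wells plus 3 SD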;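 note: peak over basal fluorescence ratio during 140 s after agonist addition; 0% = ACh EC80 plus DMSO and 100% = DMSO alone without agonist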
M1 ag: agonists of human M1 muscarinic receptor; P11229; CHO-K1 hM1, Fluo-8 calcium fluorescence, agonist mode; 0% DMSO, 100% acetylcholine EC100; activation, % at 3 µM; 360,000 tested, 0.33% active; AID 588814;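 active = activation above the run's mean compound activation plus 3 SD, cut at about 16% in these data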;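 note: peak over basal fluorescence ratio within a 140 s kinetic read after compound addition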
CHRM5 PAM: positive allosteric modulators of human muscarinic M5 receptor. P08912. activation, % at 3 µM. CHO-K1 hM5, Fluo-8 calcium, ACh EC20 PAM; 0% = ACh EC20, 100% = ACh EC100. 360,000 tested, 0.3% active;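 active = activation above the run cutoff, the mean activation of all test compounds plus 3 SD, cut at about 18% in these data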
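System – CHO-K1 hM5 cells · Compound – 3 µM, single dose · Incubation – compound preincubation 140 s before EC20 acetylcholine addition · Technique – Fluo-8 calcium fluorescence · Measure – Max/basal fluorescence ratio as % of EC20–EC100 ACh window · Benchmarks – low control EC20 acetylcholine (0%), high control EC100 acetylcholine (100%) · Replication – singlicate, one well per test compound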
An asterisk follows results filed as active; nt = no result given.

SMILES | TAAR1 agonist | M5 ag | CHRM4 agonist | M5 antag | M1 PAM | CHRM4 antagonist | CHRM1 antagonist | M1 ag | CHRM5 PAM
FC(F)(F)c1nc(N2CCN(c3ccccc3)CC2)nc2c1CCCCC2 | 6.8 | -5.5 | 0.4 | 7.1 | 4.1 | 0.4 | 7.5 | 0.2 | 3.0
COc1ccc(C(=O)N/C(=C\c2ccc([N+](=O)[O-])cc2)C(=O)NC(CCSC)C(=O)O)cc1 (stereo not drawn) | 0.1 | -4.0 | 1.2 | 7.0 | 4.5 | 1.7 | -10.5 | -3.0 | -1.2
CCn1c(SCC(=O)Nc2cccc(OC)c2)nc2ccccc2c1=O | 9.7 | 1.5 | 5.1 | -0.5 | 7.0 | -30.7 | -14.0 | 0.4 | 2.0
O=C(CCCCCn1c(=S)[nH]c2ccc(N3CCOCC3)cc2c1=O)NCCc1ccccc1 | 55.2* | -0.5 | 0.8 | 11.4 | -0.2 | 11.1 | -3.6 | -7.5 | -9.4
CCOC(=O)c1ccc(NC(=O)CN2C(=O)CSC2=O)cc1 | 6.5 | 1.4 | 1.4 | 2.6 | 14.0 | 0.6 | -7.4 | -6.0 | -0.7
O=C(COC(=O)/C=C/c1ccc(Br)o1)Nc1ccc2[nH]c(=O)[nH]c2c1 | 0.2 | 5.7 | 1.5 | 8.4 | 5.8 | -4.5 | -3.4 | 1.4 | -5.2
O=C(CCCN1C(=O)/C(=C\c2ccccc2)SC1=S)Nc1ccc(O)cc1C(=O)O | 7.2 | 0.1 | -1.4 | 1.4 | 2.2 | 11.5 | 3.2 | -1.7 | 3.9
Cc1ccccc1OCC(=O)NCC(=O)OCc1ccc(Br)cc1 | -0.8 | -5.9 | 1.2 | 1.0 | 16.2 | -1.8 | -14.0 | -0.5 | 2.1
CC1CCN(S(=O)(=O)c2ccc(NC(=O)c3ccco3)cc2)CC1 | 3.7 | -2.2 | 3.6 | 5.8 | 3.4 | -6.3 | 9.7 | -1.6 | -5.8
COc1ccc(/C=N/NC(=O)c2ccncc2)cc1CN1CCN(c2ccc(F)cc2)CC1 | 1.9 | -8.5 | 2.2 | 9.7 | 4.0 | -10.2 | -7.9 | -7.0 | 9.6
CCc1cc(CN2CCOCC2)c(NC(=O)c2ccccc2)s1 | -0.2 | 4.5 | 1.6 | -4.9 | 9.3 | -28.7 | -12.0 | -2.1 | 10.1
COc1ccccc1OCCSc1nc2ccccc2n1CCC(=O)O | 3.2 | -1.2 | 1.1 | 5.8 | 14.9 | -0.9 | -20.7 | -1.7 | 12.2
CCn1cc(C(=O)NC2CCCCC2)c(=O)c2cc(S(=O)(=O)N(C)C)ccc21 | 1.0 | -0.2 | 1.1 | -10.3 | -2.7 | -26.7 | 0.0 | -3.7 | 2.8
O=C(/C=C/Nc1ccc(S(=O)(=O)Nc2ncccn2)cc1)c1ccc2ccccc2c1 | 0.6 | 1.1 | -0.1 | 15.7 | 7.8 | 2.5 | -11.4 | -3.4 | 0.0
Cc1cc(N(CN2CCCC2=O)C(=O)c2ccc(F)cc2)no1 | 8.6 | -0.8 | 0.7 | -3.4 | -5.3 | -2.2 | 17.1 | -6.0 | 6.5
Cc1cc(C)n(-c2nc(NC(C)C)nc(NC(C)C)n2)n1 | -2.1 | -6.6 | -1.2 | 0.5 | 11.0 | -5.3 | -11.5 | -6.3 | 0.8
CCCN(CCC)C(=O)Cn1ccc(=N)c2ccccc21 | 2.6 | -7.3 | 0.3 | 12.4 | -14.7 | 0.1 | 16.3 | -5.0 | -2.4
COc1ccc(CCNC(=O)CCC(=O)NC2CCCC(C)C2C)cc1OC (stereo not drawn) | 8.3 | 1.2 | 0.8 | -2.2 | 6.1 | 0.8 | -11.3 | -2.6 | -4.6
CCn1c(=NC(=O)C2COc3ccccc3O2)sc2c(OC)ccc(OC)c21 (stereo not drawn) | 4.7 | -1.6 | -2.3 | 5.4 | -5.3 | 36.4* | 17.1 | -2.7 | -3.2
CCN(CC(=O)Nc1c(F)cccc1F)C(=O)c1ccc(-c2ccccc2)cc1 | 3.0 | 1.7 | 8.1 | -1.8 | 1.7 | 2.9 | 0.4 | 1.1 | 1.6
O=C(Nc1cccc(N2CCCC2)c1)c1cccs1 | -0.7 | -0.3 | 2.1 | 5.5 | -0.1 | -7.1 | 1.1 | -11.3 | -0.3
O=C(C[C@@H]1C/C=C\C[C@H](Cc2ccc(F)cc2)C(=O)OC[C@@H](Cc2c[nH]c3ccccc23)NC1=O)NCCO | 3.4 | 0.0 | 0.8 | 12.2 | 8.2 | -3.2 | -4.6 | -0.6 | -6.2
O=c1c2c(nc3nc(NCc4cccc5ccccc45)[nH]n13)CCC2 | 1.7 | -1.3 | 0.1 | -0.8 | 2.3 | -7.9 | 2.2 | -4.8 | 3.4
COc1cc(NC(=O)CSc2nc3ccccc3cc2Cc2ccccc2)cc(OC)c1 | 8.6 | 1.3 | 0.5 | 2.7 | 5.5 | -4.2 | 0.6 | -1.9 | 1.1
Cc1cc(Br)ccc1NC(=O)CN(C)Cc1cccs1 | 3.8 | -3.1 | 0.5 | 0.0 | -1.8 | -2.5 | -1.2 | -5.4 | 2.5
CCCCS(=O)(=O)/C=C\C=C/S(=O)(=O)CCCC | nt | 8.1 | 3.6 | 14.1 | 0.7 | 37.2* | 8.6 | -1.1 | 10.2
COc1ccc(Nc2nc(-c3c(C)nc4ncccn34)cs2)cc1 | 6.7 | 1.7 | 2.9 | -11.5 | -4.7 | -12.3 | -0.9 | -3.5 | 11.8
CCN=c1scc(-c2ccco2)n1/N=C/c1ccc(O)cc1 | 7.8 | 1.4 | 0.3 | 4.7 | 8.6 | 9.5 | -6.5 | -3.0 | -0.1
O=[N+]([O-])c1cc([N+](=O)[O-])c(Oc2cc(F)cc(F)c2)cc1NN1CCCCC1 | 13.6 | 2.5 | -0.8 | -4.0 | 5.8 | -11.5 | -5.6 | -2.7 | 4.1
N#Cc1c(-c2ccccc2)cc(-c2ccc(O)cc2)nc1N | 3.1 | -5.3 | 3.5 | 14.4 | 0.7 | 3.3 | -2.7 | -1.4 | -11.1
O=C(c1ccc(F)cc1)C1CCN(C(=O)Nc2ccc(F)cc2F)CC1 | -2.0 | 0.0 | 2.4 | -4.1 | 3.2 | 5.7 | -2.6 | -3.3 | -0.6
O=C(Nc1ccc(OC(F)(F)F)cc1)C1CC(=O)N(Cc2ccco2)C1 (stereo not drawn) | -2.0 | 0.7 | 0.9 | -7.5 | 4.1 | 0.3 | -3.2 | -3.5 | 3.7
Cc1ccccc1-n1c(=O)c2c(n3cnnc13)-c1ccccc1CC21CCCCC1 | 18.4 | 0.8 | 2.0 | -6.0 | 4.1 | -9.9 | -14.2 | -0.8 | 0.9
Cc1ccc(NC(=O)CN(C)C(=O)Cc2coc3cc(C)c(C)cc23)cc1 | -0.8 | 0.7 | 0.4 | -3.1 | 18.9 | -6.9 | -5.4 | 0.8 | 3.9
CCc1ccccc1NC(=O)CCCN1C(=O)c2cccnc2C1=O | -1.1 | -2.3 | 1.1 | -0.5 | 10.6 | -4.5 | -12.3 | -5.0 | 5.3
CCN1C(=O)c2cccc3c(S(=O)(=O)Nc4ncccc4C)ccc1c23 | 8.9 | 1.9 | 3.4 | 6.8 | 2.0 | -8.4 | 4.7 | -2.0 | -5.5
COc1ccc(OC)c(NS(=O)(=O)c2ccc3c(c2)n(C)c(=O)n3C)c1 | 5.7 | -1.7 | 1.8 | 7.2 | 7.0 | 3.9 | -28.5 | -0.1 | -2.6
COc1ccc(C(=O)Nc2ccccc2N2CCOCC2)cc1[N+](=O)[O-] | 4.2 | -2.1 | 3.3 | 11.8 | 1.8 | -4.7 | -0.2 | -5.1 | -3.6
Cc1ccccc1Oc1cccc(C(=O)/C(C#N)=C/N(C)C)c1 | 10.6 | -2.8 | 0.4 | 0.0 | 4.9 | -9.8 | -2.1 | -3.1 | 6.1
O=C(CSc1ncnc2c(-c3ccc(Cl)cc3)nsc12)c1ccccc1 | -0.4 | 2.5 | -1.2 | 2.3 | 9.2 | 2.1 | -29.0 | 0.8 | -3.0
Cc1cc(SCc2ccccc2C)nc(=O)[nH]1 | 2.0 | -2.8 | 0.4 | 8.4 | 17.2 | -7.2 | -8.8 | -0.8 | -2.1
O=C(NCc1ccccn1)c1ccc(NS(=O)(=O)c2cccc([N+](=O)[O-])c2)cc1 | 6.0 | -3.8 | 0.3 | 5.6 | 7.2 | 9.7 | -3.9 | -5.0 | 4.5
CCOC(=O)Cc1csc(SCC(=O)N(CC(C)C)c2c(N)n(Cc3ccccc3)c(=O)[nH]c2=O)n1 | 0.3 | 0.8 | 0.3 | 5.6 | 16.5 | -6.0 | -18.3 | -3.6 | -3.4
CCOc1ccccc1NC(=O)CCNC(=O)C1CCN(S(=O)(=O)c2ccccc2)CC1 | 3.5 | 1.2 | 2.7 | -8.2 | 5.4 | -16.8 | -14.2 | -1.6 | 1.6
COc1ccc(/C=N\NC(=O)c2cc(OCC(F)(F)F)ccc2OCC(F)(F)F)cc1 | 6.1 | -9.7 | -1.2 | -3.0 | -6.8 | -4.7 | 3.3 | 13.0 | -5.1

Record cards, from the list above. Values in the order: TAAR1 agonist	M5 ag	CHRM4 agonist	M5 antag	M1 PAM	CHRM4 antagonist	CHRM1 antagonist	M1 ag	CHRM5 PAM
CCN1C(=O)c2cccc3c(S(=O)(=O)Nc4ncccc4C)ccc1c23 is listed with 8.9	1.9	3.4	6.8	2.0	-8.4	4.7	-2.0	-5.5
Cc1ccccc1-n1c(=O)c2c(n3cnnc13)-c1ccccc1CC21CCCCC1 is listed with 18.4	0.8	2.0	-6.0	4.1	-9.9	-14.2	-0.8	0.9

Following part.
SMILES | TAAR1 agonist | M5 ag | CHRM4 agonist | M5 antag | M1 PAM | CHRM4 antagonist | CHRM1 antagonist | M1 ag | CHRM5 PAM
O=C(NCCS(=O)(=O)NC1CCCCC1)c1ccccc1 | 0.5 | 1.6 | 0.4 | 1.2 | 7.4 | 5.6 | -5.6 | -1.7 | 1.8
COc1ccc(Cn2c(C)c(C)c(C#N)c2NC(=O)Nc2cccc(C)c2)cc1 | 2.1 | -5.0 | -0.2 | 4.1 | 4.2 | 14.4 | -28.2 | -6.0 | 5.6
O=C(C1=C[C@H](c2ccc(C(F)(F)F)cc2)C[C@H](OCCCCO)O1)N1CCOCC1 | 0.9 | 2.2 | 0.8 | 11.5 | 3.9 | -4.8 | 1.8 | -3.9 | -0.4
CCCOc1ccc(C(=O)NCC2OCCc3ccccc32)cc1OC (stereo not drawn) | 3.4 | 1.8 | 4.8 | 0.7 | 9.4 | -8.5 | -4.6 | -4.8 | 0.8
[N-]=[N+]=N[C@@H](CCN1CC[C@H](O)CCC1=O)c1ccccc1 | 2.2 | 3.5 | 0.8 | 5.0 | -1.5 | -7.2 | 3.1 | -3.6 | 5.1
O=C(O)CCC(=O)Nc1ccc(Cc2ccc(NC(=O)CCC(=O)O)cc2)cc1 | 13.2 | -1.5 | 0.3 | -9.3 | 5.7 | -10.5 | -4.9 | -1.5 | -5.7
CCOc1cc2[nH]c(=S)n(Cc3ccc(C(=O)O)cc3)c(=O)c2cc1OCC | -2.1 | -1.0 | 0.8 | 6.3 | 5.9 | 0.4 | -10.9 | -1.1 | 1.0

These rows are one share of the data; count on the stated rates, not on these rows.
